# TR SRC2 fluor cs: alters Texas Red total fluorescence, flagging assay interference; TRb/SRC2 Texas Red total fluorescence interference; Potency, µM (titrated, usually from 106 µM), for inactives: at the highest dose fluorescence change, negative = quenching; 280,000 compounds, 0.29% hits; active means well fitted curve in either direction with a large enough effect; inconclusive means small, poorly fitted or top-dose-only effect; further: on the % scale 0 is the no-effect control and ±100 the full control effect
#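 Flags fluorescent or light-absorbing compounds by total fluorescence, S + 2P, at 555 nm excitation and 632 nm emission. Mixture: 20 nM Texas Red SRC2 peptide, 0.6 uM human TRb LBD, 1 uM T3, 5% DMSO; compound exposure 5 h at ambient temperature.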
# Tau fibril FP: inhibitors of human tau fibril formation | P10636 | K18 P301L tau heparin fibrillization, Alexa594 FP, 6 h | Potency, µM (titrated, usually from 57.7 µM), inactives show at the highest dose activity, negative = inhibition, most hits filed as inhibitors | 280,000 compounds, 0.39% hits; further: on the % scale 0 is the no-effect control and ±100 the full control effect; nearly all actives have a fitted effect of over 55% in size
# Target sequence (P10636 561-689 P618L limits assumed): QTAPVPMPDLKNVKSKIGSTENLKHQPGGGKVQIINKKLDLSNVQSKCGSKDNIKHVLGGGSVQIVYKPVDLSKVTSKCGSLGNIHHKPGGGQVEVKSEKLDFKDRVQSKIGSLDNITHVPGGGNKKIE
#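 Read-out: fluorescence polarization of Alexa 594-labeled tau (0.24 uM), 555 nm excitation, 632 nm emission. Mixtures held 15 uM unlabeled K18 P301L, compound and 20 uM heparin, pH 7 acetate buffer, incubated 6 hr at 37 C.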
# Tau fluor cs: counter-screen for tau fibril formation inhibitors; tau K18 P301L Alexa594 fluorescence, heparin fibrillization; Potency, µM (highest dose often 57.7 µM), without a hit: at the top dose activity change, negative = decrease; 280,000 compounds, 0.93% hits; AID 1463; further: on the % scale 0 is the no-effect control and ±100 the full control effect; nearly all actives have a fitted effect of over 55% in size
#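 Human tau K18 P301L (15 uM unlabeled, 0.24 uM Alexa 594-labeled) in 100 mM sodium acetate pH 7 with 20 uM heparin, 6 hr at 37 C. ThT 30 uM added, 1 hr ambient; Alexa 594 FP and total fluorescence read at 555/632 nm.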
# TRb SRC2 PPI: TRbeta-SRC2 interaction inhibition | TRbeta-SRC2 peptide binding, fluorescence polarization; receptor liganded with 1 µM T3 | Potency, µM (top dose mostly 106 µM), inactives show at the highest dose activity change, negative = inhibition, usual class: inhibitors | 280,000 compounds, 0.065% hits | AID 1469;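 further: plate controls were bound peptide for no effect and peptide without receptor for full effect; nearly all actives have a fitted effect of over 50% in size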
# Target sequence (P10828 whole entry, looked up): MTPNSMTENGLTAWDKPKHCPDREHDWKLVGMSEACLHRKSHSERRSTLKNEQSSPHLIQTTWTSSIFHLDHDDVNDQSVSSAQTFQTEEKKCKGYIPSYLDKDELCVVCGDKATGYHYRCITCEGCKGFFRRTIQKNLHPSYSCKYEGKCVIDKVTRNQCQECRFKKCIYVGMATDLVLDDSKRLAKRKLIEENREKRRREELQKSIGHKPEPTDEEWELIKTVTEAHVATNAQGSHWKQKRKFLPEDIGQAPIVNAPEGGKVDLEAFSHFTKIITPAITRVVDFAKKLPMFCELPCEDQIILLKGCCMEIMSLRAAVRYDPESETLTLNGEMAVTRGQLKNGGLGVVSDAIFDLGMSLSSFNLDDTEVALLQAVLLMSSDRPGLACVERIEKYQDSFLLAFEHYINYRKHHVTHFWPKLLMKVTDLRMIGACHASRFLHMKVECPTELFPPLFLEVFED
#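 Each compound concentration gave % activity, normalized to unbound and bound Texas Red SRC2 controls, from polarization read after 5 hr ambient incubation with T3-loaded human TRb LBD.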
# L3MBTL1 inh: blocks human L3MBTL1. Potency, µM (series often up to 57.1 µM), without a hit: top-dose activity, negative = inhibition, hits mostly inhibitors. AlphaScreen L3MBTL1–H3K9me1 peptide binding. 230,000 compounds, 0.66% hits; further: on the % scale 0 is the no-effect control and ±100 the full control effect; nearly all actives have a fitted effect of over 60% in size
#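 AlphaScreen proximity signal between nickel-chelate acceptor and streptavidin donor beads (final 10 ug/mL) reports binding of 50 nM L3MBTL1 to 75 nM biotin-H3 K9me1 peptide; complex incubated with compounds 30 min at room temperature; cefsulodin titration as control.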
# RECQ1 helicase: inhibitors of human RECQ1 DNA helicase. P46063. RECQ1 DNA unwinding, red fluorescence kinetic read. Potency, µM (doses to about 57.3 µM), for inactives: at the top dose activity, negative = inhibition, actives largely listed as inhibitors. 240,000 compounds, 0.54% hits;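 further: plate controls were vehicle for no effect and no enzyme for full effect; nearly all actives have a fitted effect of over 30% in size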
#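 50 nM RECQ1T1 preincubated 15 min with compound in Tris pH 8.0 buffer with MgCl2, DTT, Tween-20 and 2.5 ug/ml poly(dI-dC); started with 200 nM TAMRA/BHQ-2 forked duplex and 2 mM ATP. Unwinding read as fluorescence (525/598 nm), two reads 2 h apart.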
# HTT ATP protect: protects HTT-Q103 PC12 cells, measured by ATP; PC12 HTT-Q103 induced, cytoprotection, ATP luminescence, 40 h; Potency, µM (titrated, usually from 56.4 µM), inactives show cytoprotection (ATP increase), most hits filed as activators; AID 1471; 230,000 compounds, 0.14% hits;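 further: % of control where 0% means no effect; nearly all actives have a fitted effect of over 45% in size; toxic huntingtin expression switched on by the ecdysone agonist tebufenozide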
#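 Readout: ATPlite luminescence (ATP level). Model: stable PC12, inducible Htt exon1 Q103-GFP. Inducer: tebufenozide, 100 nM final. Compounds: dose series. No G418 in medium.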
# Tau fibril ThT: tau fibrillization inhibition (ThT binding) | P10636 | recombinant tau K18 P301L (four-repeat tau fragment), heparin-induced fibrillization, ThT fluorescence | Potency, µM (series often up to 57.4 µM), for the others: at the top dose activity, negative = inhibition, usual class: inhibitors | 270,000 compounds, 2.1% hits | AID 1460; further: on the % scale 0 is the no-effect control and ±100 the full control effect; nearly all actives have a fitted effect of over 55% in size
#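 Tau K18 P301L fragment (15 uM unlabeled plus 0.24 uM Alexa 594-labeled) in 100 mM sodium acetate pH 7 with compound, fibrillization induced by 20 uM heparin for 6 hr at 37 C. Thioflavin T (30 uM) added, fluorescence read after 1 hr (ex 450, em 510 nm).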
# * = called active by the depositor; i = inactive; ? = inconclusive; . = no result given; [ ] = remark or other dose. Unless noted, the call rests on the fitted dose curve; in most records, active means well fitted curve in the direction sought with a large enough effect; inconclusive means small, poorly fitted or top-dose-only effect, or another doubt; inactive means no such curve, though single readings can be large; an effect the other way counts as inactive or inconclusive. Potency means the concentration at half of the fitted maximal effect. Some of the compounds tested, so the mix of outcomes need not match the whole.
Structure	TR SRC2 fluor cs	Tau fibril FP	Tau fluor cs	TRb SRC2 PPI	L3MBTL1 inh	RECQ1 helicase	HTT ATP protect	Tau fibril ThT
O=C(Nc1ccc(OC(F)F)cc1)c1ncc(Cl)c(Cl)c1Cl	-2.2%	-2.9%	-5.9%	6.0%	20.6%	-8.1%	-14.4%[10 µM]	-1.9%
COC(=O)CCN(C(C)=O)c1ccc(N)cc1	-2.5%	3.0%	0.7%	-8.4%	.	i	-2.1%	-0.8%
O=C(Cn1c(=O)n(Cc2ccco2)c(=O)c2ccccc21)Nc1cccc(Cl)c1	-1.9%	?	?	-11.8%	4.7%	-2.8%	-8.7%	11.8%
Cc1cccc(CN2CCN(C(=O)CCl)CC2)c1	-4.9%	-14.3%	-4.2%	-0.1%	-1.0%	-5.5%	-17.6%[10 µM]	-5.3%
COc1ccc(N2Cc3cccc(C(=O)Nc4ccc(C(C)C)cc4)c3C2=O)cc1	-3.6%	-3.3%	-16.8%	-1.6%	.	.	.	-0.4%
CCOc1cc(S(=O)(=O)NCc2ccc(OC)cc2)c(OCC)cc1-n1cnnn1	-2.4%	-2.6%	-7.7%	-2.9%	.	-7.8%	-35.9%	-10.9%
O=c1/c(=C/c2ccccn2)sc2n1CN(c1ccccc1)CN=2	-2.7%	8.4%	1.9%	-11.9%	-2.9%	-2.7%	1.3%	-8.3%
CCOC(=O)C1CCCCN1Cc1ccc(OC)c(OC)c1OC (configuration not stated)	0.8%	0.6%	6.5%	-2.8%	5.9%	-7.5%	-20.8%	6.8%

# Further entries:
Structure	TR SRC2 fluor cs	Tau fibril FP	Tau fluor cs	TRb SRC2 PPI	L3MBTL1 inh	RECQ1 helicase	HTT ATP protect	Tau fibril ThT
COc1cccc(/C(O)=C2/C(=O)C(=O)N(Cc3cccnc3)C2c2ccco2)c1 (configuration not stated)	1.5%	-7.7%	-7.8%	0.6%	-25.8%	-0.6%	-2.3%	-10.3%
CC(C)(C)c1ccc(OCC(=O)NNC(=O)CCc2ccccc2)cc1	-0.7%	2.5%	-2.0%	-3.5%	-1.3%	i	2.1%	-2.7%
CC(NC(=O)Nc1nccs1)(C(F)(F)F)C(F)(F)F	-1.3%	-4.5%	-10.7%	-14.7%	.	-5.9%	21.9%	-7.1%
COc1cccc(CNC(=O)C2CCN(S(=O)(=O)N3CC(C)CC(C)C3)CC2)c1 (configuration not stated)	-2.0%	4.8%	-8.4%	2.1%	6.8%	-2.3%	-10.2%	-4.1%
CCn1c(SCC(=O)O)nnc1-c1cccnc1	2.7%	-1.5%	-2.0%	-2.6%	4.8%	-3.6%	7.6%[10 µM]	-2.5%
CC1=NN2C(=N)/C(=C\c3cc(C)n(-c4ccccc4)c3C)C(=O)N=C2S1	-2.6%	4.3%	-1.3%	1.2%	.	0.2%	-51.8%[inhibitor]	1.5%
CN1C(=O)N(C)C(NC(=O)Nc2ccccc2)C1NC(=O)Nc1ccccc1 (configuration not stated)	-1.3%	-0.9%	-9.0%	-9.2%	.	i	7.4%[0.074 µM]	-12.6%
O=C(c1ccc([N+](=O)[O-])cc1)n1nc(-c2ccccc2)nc1NCc1ccc(F)cc1	0.6%	12.4%	?	-2.6%	2.4%	-0.6%	-2.6%[10 µM]	?

# The list goes on.
Structure	TR SRC2 fluor cs	Tau fibril FP	Tau fluor cs	TRb SRC2 PPI	L3MBTL1 inh	RECQ1 helicase	HTT ATP protect	Tau fibril ThT
O=C(O)/C=C/C(=O)NCC1CCC(CNC(=O)/C=C/C(=O)O)CC1 (configuration not stated)	1.1%	-6.1%	-5.7%	5.2%	.	i	9.7%[10 µM]	.
CC1Cc2ccccc2N1C(=S)NC(=O)C1(C)CC1(Cl)Cl (configuration not stated)	-2.1%	2.1%	-8.7%	3.4%	?	-5.2%	-46.0%[inhibitor]	-9.2%
CCN(CC)CC(=O)Nc1cccc2c1C(=O)c1ccccc1C2=O	0.2%	3.0%	-23.7%	1.5%	.	-2.8%	?	-14.5%
O=C(NCC1CCCO1)C1CCN(C2CCN(CCCC3CCCC3)CC2)CC1 (configuration not stated)	-1.3%[53 µM]	-0.9%	-0.3%	5.9%[53 µM]	-9.8%	-6.6%	7.8%[10 µM]	-0.6%
CCn1c2ccccc2c2nnc(NN)nc21	5.7%	?	-11.4%	5.2%	-5.1%	-8.4%	-23.0%[10 µM]	14.1µM*
COC(=O)c1cc(Cc2ccc(N)c(C(=O)OC)c2)ccc1N	-2.7%	7.7%	?	-9.7%	3.8%	-15.8%	-7.3%	?
N/C(=N\N=C\c1ccc(Br)o1)c1nonc1N	-1.4%	-4.7%	-8.1%	3.0%	-1.6%	-7.8%	4.9%[10 µM]	-14.8%
Cc1cc(=O)[nH]c(SCC(=O)N2CCN(c3ccccc3)CC2)n1	-5.5%	0.4%	-2.2%	1.2%	.	.	.	1.9%

# Next part
Structure	TR SRC2 fluor cs	Tau fibril FP	Tau fluor cs	TRb SRC2 PPI	L3MBTL1 inh	RECQ1 helicase	HTT ATP protect	Tau fibril ThT
CC(=O)c1c(N2CCN(Cc3ccccc3)CC2)nc(=S)n(Cc2ccccc2)c1C	1.3%	-2.5%	-0.2%	-5.9%	-9.6%	-0.3%	19.8%[0.074 µM]	-7.5%
O=C(Nc1ccc(F)cc1)C1CCCN(c2ncnc3c2nc2n3CCCCC2)C1 (configuration not stated)	0.4%	0.0%	-20.0%	-5.8%	.	.	.	-13.1%
O=C(NCCC1=CCCCC1)C1CCC(CNS(=O)(=O)c2ccccc2)CC1 (configuration not stated)	-0.7%	-3.0%	-4.3%	-8.3%	4.7%	-14.6%	.	-11.9%
Cc1c(-c2ccccc2)c(=O)oc2ccc(OC(=O)N3CCOCC3)cc12	-0.2%	-3.1%	-1.3%	-1.0%	.	.	.	-6.1%
CCc1ccc(NC(=O)C2CCCCC2C(=O)O)cc1 (configuration not stated)	0.3%	1.2%	1.0%	1.8%	5.5%	4.2%	24.0%[10 µM]	-5.1%
Cc1cc(C(=O)N2CCN(c3ncccn3)CC2)cs1	-1.5%	-4.9%	-1.8%	0.6%	2.6%	i	9.9%	-2.5%
Cc1ccc2oc(=O)n(Cc3ccccc3OC(C)C)c2c1	-1.6%	-1.5%	-2.7%	2.2%	.	1.7%	-20.8%[10 µM]	4.4%
CCN1CCN(c2nc(N)c([N+](=O)[O-])c(Nc3cccc(C)c3)n2)CC1	-0.8%	-6.9%	-12.5%	-3.2%	-1.6%	-3.3%	.	-4.6%

# Continued.
Structure	TR SRC2 fluor cs	Tau fibril FP	Tau fluor cs	TRb SRC2 PPI	L3MBTL1 inh	RECQ1 helicase	HTT ATP protect	Tau fibril ThT
CCC(CC)C(=O)N=C1SC2CS(=O)(=O)CC2N1CCc1ccc(OC)c(OC)c1 (configuration not stated)	1.7%	-2.0%	-1.1%	-1.0%	7.8%	-3.2%	8.8%[10 µM]	9.0%
CCOc1ccc(N(c2nc(-c3ccc(OC)c(OC)c3)no2)c2nc(-c3ccc(OC)c(OC)c3)no2)cc1	0.2%	0.4%	-1.8%	-5.2%	.	.	.	-0.9%
Cc1cc(C)n2nc(CCc3nc4nc(C)cc(C)n4n3)nc2n1	2.1%	-7.2%	-1.3%	-16.1%	2.1%	?	10.1%	-0.2%
COc1ccc(/C(O)=C2/C(=O)C(=O)N(CCCN(C)C)C2c2ccc(C)o2)cc1Cl (configuration not stated)	0.8%	3.6%	-3.6%	0.1%	-1.7%	-20.3%	-12.4%	-8.3%
Cc1cccc(COCC(CC(C)C)N2CCN(C(=O)c3ccc(C(C)(C)C)cc3)CCC2=O)c1 (configuration not stated)	-6.5%	-0.7%	-4.2%	-2.3%	12.5%	-1.8%	.	3.4%
O=[N+]([O-])c1cc(C2Nc3cccc4cccc(c34)N2)ccc1Cl	-4.7%	?	17.8µM*[quencher]	-3.3%	?	?	-9.7%[10 µM]	17.8µM*
O=[N+]([O-])c1ccc(Oc2c(F)c(F)nc(N3CCCC3)c2F)cc1	-0.2%	1.9%	-13.1%	-7.0%	.	2.6%	-13.8%	-3.2%
C=CCNC(=S)Nc1sc2c(c1C(N)=O)CCCC2	-6.2%	2.7%	-11.1%	4.5%	-18.5%	i	4.3%[10 µM]	-5.4%

# Continued:
Structure	TR SRC2 fluor cs	Tau fibril FP	Tau fluor cs	TRb SRC2 PPI	L3MBTL1 inh	RECQ1 helicase	HTT ATP protect	Tau fibril ThT
C=CCNS(=O)(=O)c1ccc(OC)c(C)c1	1.7%	-6.1%	-3.5%	-14.0%	-14.7%[11.4 µM]	i	13.7%	-0.4%
CC(C(=O)OCC(=O)Nc1ncc(Cl)cc1Cl)N1C(=O)c2ccccc2C1=O (configuration not stated)	-3.8%	4.6%	-9.8%	-17.7%	.	-6.1%	-1.0%	-16.5%
O=C(N/N=C\c1cccc(Cl)c1)c1ccc(Cn2cc(Br)c([N+](=O)[O-])n2)o1	-0.3%	-0.9%	9.8%	3.7%	-10.2%	4.2%	-0.4%[10 µM]	13.5%
CCn1c2ccccc2c2nnc(SCC(=O)N3CC(C)OC(C)C3)nc21 (configuration not stated)	-4.5%	5.8%	-20.9%	3.7%	.	i	-27.9%[10 µM]	?
Cc1ccccc1C(=O)NCCc1csc(-c2ccc(C(F)(F)F)cc2)n1	-0.1%	-1.4%	-8.9%	5.0%	.	.	.	-5.3%
COCCN(C(=O)Cn1nnc2ccccc21)C(C(=O)NC1CCCC1)c1cccc(OC)c1OC (configuration not stated)	-2.6%	-10.9%	-7.6%	2.7%	1.5%	-16.3%	-0.4%[10 µM]	-12.7%
CNCCC(Oc1ccccc1C)c1ccccc1 (configuration not stated)	-1.6%	-0.4%	3.6%	-3.6%	.	i	?	3.0%
Cc1ccc(-n2nc(-c3ccco3)cc2C(=O)O)c(C)c1	-1.2%	-7.1%	-8.2%	3.1%	7.94µM*	20µM*	?	?
